# Yfh1-off respiration – enhancers of respiration in Yfh1-depleted yeast, dose response, Friedreich's ataxia, plus single-dose screen (AID 1465); S. cerevisiae Yfh1-off respiration, WST-1 reduction, 72 h; higher fold induction means a stronger effect; fold induction at 50 µM; hits with a dose series show EC50 in µM; 220,000 tested, 0.074% active;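 active = fold induction of absorbance versus untreated yeast above a set limit, then at least 30% activation at any dose in follow-up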;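 also: activators that raise dye reduction in frataxin-depleted yeast; strong numbers were not always called active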
# M17LAP inhibition – P. falciparum M17LAP inhibitors, primary screen, biochemical, fluorogenic H-Leu-NHMec substrate, 1536-well (AID 1619) | 220,000 tested, 0.38% active | inhibition, % at 30 µM, or IC50 in µM where a hit was titrated | recombinant M17LAP, H-Leu-NHMec fluorogenic kinetic assay; higher % means a stronger effect;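 active = compound inhibiting the enzyme by more than half at any dose during confirmatory dose-response retesting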;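 also: plate controls were full reaction with DMSO carrier for no effect and no enzyme background for full effect; strong numbers were not always called active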
# XIAP antagonists – small molecules displacing peptide from XIAP – biochemical, IAP family, fluorescence polarization (AID 1018); 200,000 tested, 0.007% active; one-dose displacement, % at 20 µM; IC50 in µM for titrated hits; XIAP BIR domain, fluorescence polarization peptide displacement; higher % means a stronger effect; in the data active = displacement above about 50%; also: a part of the inactive calls stands beside numbers as strong as those of hits
# human PMI inhibitors – human PMI inhibitors, high substrate, primary screen, biochemical, fluorescence intensity, high mannose 6-phosphate (AID 1220); 190,000 tested, 0.66% active; inhibition, % at 20 µM, or IC50 in µM where a hit was titrated; recombinant PMI enzyme, coupled fluorescence intensity; higher % means a stronger effect
# TNAP activators – stimulation of alkaline phosphatase TNAP activity – biochemical, luminescent, no phosphate acceptor, uHTS, primary screen (AID 1001). activation fold at 20 µM; hits with a dose series show EC50 in µM. purified TNAP, luminescent activation assay, no phosphate acceptor; higher activation fold means a stronger effect. 200,000 tested, 0.03% active; in the data active = activation fold from about 3, or a potency from the dose series; inactive = the rest, 99 in 100 with activation fold below about 1.6; also: many of its hits are not listed in these tables
# PMI inhibitors – inhibitors of human PMI, primary screen, biochemical, fluorescence intensity, coupled assay (AID 1209) | 190,000 tested, 0.42% active | purified PMI enzyme, coupled fluorescence intensity; higher % means a stronger effect | one-dose inhibition, % at 20 µM; IC50 in µM for titrated hits;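 also: plate controls were DMSO vehicle for no effect and wells lacking substrate for full effect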
# WT yeast gro inh – growth inhibition of WT yeast, mitochondrial fusion screen | mitochondrial fusion phenotypic screen, WT strain | inhibition, % at 10 µM | 190,000 tested, 2.1% active | AID 1362; in the data active = inhibition above about 58%; tested in S. cerevisiae
# LYP phosphatase – PTPN22 lymphoid phosphatase activity blockers – biochemical, fluorescence intensity, uHTS (AID 1779). 290,000 tested, 0.054% active. one-dose inhibition, % at 11.5 µM; IC50 in µM for titrated hits. recombinant LYP phosphatase, fluorescence intensity; higher % means a stronger effect;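 also: plate controls were vehicle with enzyme for no effect and no enzyme for full effect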
# P. falciparum M1AAP – malaria alanyl aminopeptidase activity blockers – biochemical, fluorogenic H-Leu-NHMec substrate, 1536-well (AID 1445); recombinant M1AAP, H-Leu-NHMec fluorogenic kinetic assay; higher % means a stronger effect; inhibition, % at 30 µM, or IC50 in µM where a hit was titrated; 220,000 tested, 0.42% active;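 active = primary inhibition above the hit cutoff, then over 50% inhibition at one or more dose response concentrations, cut at about 23% in these data, passing the limit was not always enough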;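 also: plate controls were DMSO full reaction for no effect and no enzyme background for full effect; strong numbers were not always called active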
# WT yeast gro inh mutant strain – recorded beside WT yeast gro inh, whose call it bears; inhibition, %; mitochondrial fusion phenotypic screen, mutant strain inhibition
# Starred values were filed as active, the others as inactive; i = inactive; . = no result given. Rule as the data show it, unless noted: active = inhibition above about 50%; inactive = the rest. Compounds as they come; any-hit rate near 3.7%.
SMILES,Yfh1-off respiration,M17LAP inhibition,XIAP antagonists,human PMI inhibitors,TNAP activators,PMI inhibitors,WT yeast gro inh,WT yeast gro inh mutant strain,LYP phosphatase,P. falciparum M1AAP
COC(=O)c1sccc1NN1C(=O)c2ccccc2C1=O,i,-6%,.,.,.,.,.,.,-3%,3%
CCOC(=O)c1cnc(-n2[nH]c(C)cc2=O)[nH]c1=O,i,15%,-7.6%,35%,2.6,20%,-3,5,-5%,14%
Cc1cc(C(=O)CSc2n[nH]c(N)n2)c(C)n1-c1ccc2c(c1)OCO2,i,-7%,4.5%,6%,1.8,11%,-14,-7,6%,-2%
O=C1CN(C(=O)/C=C/c2ccccc2F)c2ccccc2N1,i,2%,-26%,8%,1.1,-4%,1,11,0%,-1%
CCCn1c(N)c(C(c2ccc(OC)cc2)N2CCN(c3ccccc3)CC2)c(=O)[nH]c1=O (stereo not given),i,-13%,-7.7%,8%,1.4,15%,-17,-23,-6%,5%
O=C(NC(Cc1c[nH]c2ccccc12)C(=O)O)c1ccc(F)cc1 (stereo not given),i,13%,-1.6%,-4%,1,-2%,-19,0,-3%,0%
Nc1ncc(-c2cc3ccccc3oc2=O)s1,i,1%,-4.9%,16%,1.1,17%,10,14,-7%,5%
CCCCCCCCCCCCCCCC[n+]1cccc2ccccc21,i,-7%,-6.6%,-9%,0.9,33%,98,99,-4%,1%
O=C(CC1C(=O)NCCN1C(=O)c1ccc(F)cc1)OCc1ccccc1 (stereo not given),i,-7%,3.7%,7%,1.1,12%,-8,-2,-9%,-1%
N#Cc1c(N)n(C2CCCCC2)c2nc3ccccc3nc12,i,-6%,-5.2%,45%,1.1,31%,19,1,2%,11%
O=C(O)CCCC(=O)Nc1ccc(C(=O)N2CCCCC2)cc1,i,5%,-7.0%,6%,1.1,10%,14,7,-4%,-8%
Cc1ccc(S(=O)(=O)CCSc2cccc(C(=O)Nc3ccccc3C(=O)O)c2)cc1,i,9.6µM*,-6.7%,3%,1.1,3%,2,10,3%,34µM*
COc1ccccc1CN1CCN(Cc2nc(-c3cccs3)no2)CC1,i,-2%,-4.4%,10%,1.1,11%,11,9,-11%,11%
O=C(Cc1n[nH]c(=O)[nH]c1=O)N/N=C/c1ccccc1,i,8%,-3.5%,10%,1.1,2%,2,-8,-9%,3%
CC(=O)Nc1ccc(N2C(=O)c3ccc(C(=O)Nc4nnc(SCc5ccc(F)cc5)s4)cc3C2=O)cc1,i,-3%,-5.4%,-9%,1,-9%,10,14,-9%,8%
COc1ccc(CNc2ccc(C(=O)O)cc2)cc1,i,1%,-3.4%,0%,1,-8%,5,-1,-5%,-1%
O=C(Nc1ccc2c(c1)CCC2)C1CCCN(c2ncccn2)C1 (stereo not given),i,6%,-3.3%,-1%,1.1,-1%,-2,-10,-5%,3%
CCOC(=O)C[n+]1c(C)csc1C,i,3%,-9.4%,6%,1,8%,-16,0,-3%,11%
CCOC(=O)c1nnc2cc(C)nn2c1C,i,6%,.,.,.,.,.,.,-3%,11%
O=C(CCC1CCCC1)NCCCN1CCOCC1,i,4%,-3.1%,13%,1.1,12%,-3,-1,-6%,0%
Cc1nc([N+](=O)[O-])c(Br)n1CC(=O)c1ccc2ccccc2c1,i,5%,-32%,0%,1.2,7%,40,19,4%,-4%
COc1ccc(N(CC(=O)Nc2cccc(N(C)S(C)(=O)=O)c2)S(=O)(=O)c2ccc(F)cc2)cc1,i,14%,.,.,.,.,.,.,-2%,11%
COc1ccc(C2(CNC(=O)c3ccccc3)CCOCC2)cc1,i,7%,.,.,.,.,.,.,-2%,0%
O=C(Oc1ccc(/C=N/n2cnnc2)cc1)c1cccc([N+](=O)[O-])c1,i,-4%,3.2%,5%,1.1,5%,13,8,-4%,5%
COC(=O)c1cc(N=Nc2sc(N)nc2C)cc(C(=O)OC)c1,i,3%,.,.,.,.,.,.,-6%,6%

# (more compounds)
SMILES,Yfh1-off respiration,M17LAP inhibition,XIAP antagonists,human PMI inhibitors,TNAP activators,PMI inhibitors,WT yeast gro inh,WT yeast gro inh mutant strain,LYP phosphatase,P. falciparum M1AAP
O=C(O)CSc1c2c(nc3cc(C(=O)NCCN4CCOCC4)ccc13)CCC2,i,2%,.,.,.,.,.,.,-8%,3%
Cc1c(S(=O)(=O)N2CCN(c3cccc(C(F)(F)F)c3)CC2)c(=O)n(C)c(=O)n1C,i,-8%,0.3%,11%,1.1,14%,-6,4,-1%,3%
Cc1ccc(N(C(=O)C2CCC(=O)N2)C2(C(=O)NC3CCCC3)CCCCC2)cc1 (stereo not given),i,2%,0.7%,-5%,1.2,-5%,3,13,-12%,1%
C#Cc1ccc([C@H]2C=C(C(=O)N3CCOCC3)O[C@@H](OCC)[C@@H]2CCCO)cc1,i,3%,-6.2%,2%,1.2,3%,-8,2,-4%,7%
O=[N+]([O-])c1cccc(-c2nnc(-c3ccc4c(c3)OCO4)o2)c1,i,-13%,-0.4%,13%,1.1,11%,5,1,2%,1%
COc1ccc(NC(=O)CSc2nnc(Cc3cccs3)n2-c2ccc(C)cc2)cc1,i,6%,-4.8%,3%,1,9%,15,15,3%,10%
Cc1ccc(Cl)cc1NC(=O)C(NS(=O)(=O)c1cccs1)c1ccccc1 (stereo not given),i,3%,-8.4%,-21%,1,-19%,-10,-17,-2%,10%
COc1ccc(C(=O)NNC(=O)CN2CCN(c3nc(-c4ccccc4)cs3)CC2)cc1,i,8%,-4.7%,-6%,1.3,-3%,13,7,-7%,0%
O=S(=O)(ON(c1ccccc1)S(=O)(=O)c1ccccc1)c1ccccc1,i,19%,2.5%,-6%,1,-10%,-11,-6,-3%,10%
O=C(Sc1nnnn1C1CCCCC1)c1cccs1,i,5%,-3.5%,-121%,1.1,-61%,-3,2,-6%,4%
CCOC(=O)c1ccc(NC(=O)CN2C(=O)CSC2=O)cc1,i,19%,-5.5%,1%,0.9,5%,6,0,-8%,-6%
CC1=CC(=C(C#N)c2nc3ccccc3s2)C=C(C)N1Cc1ccco1,i,-17%,2.4%,30%,1,7%,0,-5,9%,-1%
CC(C)=CCC/C(C)=C/Cc1c(O)ccc(C(=O)/C=C/c2ccc(O)cc2)c1O,i,0%,-34%,-3%,0.8,4%,95*,64*,-5%,2%
COc1ccc(S(=O)(=O)N/N=C(/C)c2ccc(Cl)cc2)cc1,i,0%,1.2%,8%,1.1,15%,-8,-15,-3%,0%
CCOc1ccccc1N(CC(=O)NC1CCCCC1)S(C)(=O)=O,i,-11%,-9.8%,-13%,1.1,-6%,-12,-9,-5%,-2%
C=CCn1c(SCC(=O)Nc2c(C)n(C)n(-c3ccccc3)c2=O)nc2sc(C)c(C)c2c1=O,i,22%,-4.5%,0%,1.1,6%,-11,5,-1%,4%
CCSc1nnc(NC(NC(C)=O)(C(F)(F)F)C(F)(F)F)s1,i,13%,-0.4%,-15%,1,-16%,-7,-10,-4%,-7%
Oc1cccc2cc3cccc(O)c3c(O)c12,i,0%,-4.0%,-119%,1.1,-80%,-1,20,-3%,-1%
Cc1ccc(SCC(=O)NCC(C)C)cc1,i,-5%,-3.2%,-1%,1.1,1%,2,0,-4%,-2%
O=C(c1ccc2c(=O)n3c(nc2c1)CCCCC3)N1CCN(C(c2ccccc2)c2ccccc2)CC1,i,-18%,0.8%,15%,1,14%,52,-4,1%,-1%
CCN(CC)c1ccc(N)cc1S(=O)(=O)Nc1ccccc1OC,i,-6%,.,.,.,.,.,.,-1%,-2%
O=C(CSc1nncs1)N1c2ccccc2Sc2ccccc21,i,-1%,-3.7%,2%,1.1,2%,-3,2,-4%,-3%
COc1ccccc1/C=N/n1c(N)c(C(=O)NC2CCCCC2)c2nc3ccccc3nc21,i,-5%,-7.4%,16%,1.1,17%,21,23,2%,7%
COc1ccc(C2=NN(Cc3ccccc3)C3C(=O)NC(=O)C23)cc1 (stereo not given),i,-2%,2.1%,7%,1,5%,15,1,1%,4%
O=C(c1ccc(Cl)cc1)N1CCC(O)(CSc2ccc(Cl)cc2Cl)CC1,i,12%,-3.5%,13%,1,13%,71*,68*,-1%,8%

# Additional compounds:
SMILES,Yfh1-off respiration,M17LAP inhibition,XIAP antagonists,human PMI inhibitors,TNAP activators,PMI inhibitors,WT yeast gro inh,WT yeast gro inh mutant strain,LYP phosphatase,P. falciparum M1AAP
CCC(=O)N(CCc1ccccc1C)Cc1cc2cc3c(cc2[nH]c1=O)OCO3,i,0%,-7.2%,2%,1.1,10%,4,-5,-1%,14%
COc1ccc2nc(/C(C#N)=C\c3ccc(C(=O)O)cc3)[nH]c2c1,i,21%,-6.4%,25%,1,-2%,13,-8,8%,16%
CNC(=O)c1c(NC(=O)c2ccc(S(=O)(=O)N3CCCc4ccccc43)cc2)sc2c1CCN(C)C2,i,-7%,.,.,.,.,.,.,0%,0%
COc1ccc(/C=C(\NC(=O)c2ccccc2)C(=O)N/N=C/c2sccc2C)cc1,i,-4%,-3.2%,10%,0.9,14%,-3,3,9%,9%
CC1=C(C)CC(C(=O)NNC(=O)c2ccccc2)C(C(=O)O)C1 (stereo not given),i,32%,-3.8%,-9%,1.1,-1%,24,14,-5%,-2%
CCNC(=S)N/N=C/c1cccc(C)c1,i,0%,-3.5%,4%,1.1,9%,2,17,5%,3%
O=C(N1CCCCCC1)N1CCN(C(=O)N2CCCCC2)CC1,i,1%,-6.3%,-3%,1,-6%,-10,0,-8%,12%
CC1CCN(c2c(NCC3CCC(C(=O)NCCC4=CCCCC4)CC3)c(=O)c2=O)CC1 (stereo not given),i,-12%,.,.,.,.,.,.,-6%,-1%
Cc1cc(NC(=O)c2cc3n(n2)C(C(F)(F)F)CC(c2ccc(Cl)c(Cl)c2)N3)no1 (stereo not given),i,-6%,-0.4%,5%,1.1,8%,29,22,6%,4%
COc1cccc2[nH]c3c(N4CCC5(CC4)OCCO5)ncnc3c12,i,-26%,.,.,.,.,.,.,-12%,11%
COCCCn1c(C)nc2c(c1=O)c1nc3ccccc3nc1n2CCc1ccccc1,i,-3%,-1.7%,9%,1.1,7%,30,13,-4%,16%
CC(C)C(=O)NNC(=O)CC(=O)Nc1ccccc1C(=O)O,i,-1%,.,.,.,.,.,.,-3%,-2%
COC(=O)c1c(NC(=O)CN2CCN(c3cccc(Cl)c3)CC2)sc(C)c1C,i,-7%,-4.7%,0%,1,-3%,10,10,-13%,0%
COC(=O)c1c(N2C(=O)[C@H]3[C@@H](C2=O)[C@]2(C(=O)Nc4c(C)cccc42)N2CCC[C@@H]32)sc(C)c1C,i,5%,-12%,8%,1,3%,17,3,6%,6%

# A draw from above in order of molecular weight, largest number first:
SMILES,Yfh1-off respiration,M17LAP inhibition,XIAP antagonists,human PMI inhibitors,TNAP activators,PMI inhibitors,WT yeast gro inh,WT yeast gro inh mutant strain,LYP phosphatase,P. falciparum M1AAP
CC(C)=CCC/C(C)=C/Cc1c(O)ccc(C(=O)/C=C/c2ccc(O)cc2)c1O,i,0%,-34%,-3%,0.8,4%,95*,64*,-5%,2%
COc1ccc(C2=NN(Cc3ccccc3)C3C(=O)NC(=O)C23)cc1 (stereo not given),i,-2%,2.1%,7%,1,5%,15,1,1%,4%
COC(=O)c1sccc1NN1C(=O)c2ccccc2C1=O,i,-6%,.,.,.,.,.,.,-3%,3%
Nc1ncc(-c2cc3ccccc3oc2=O)s1,i,1%,-4.9%,16%,1.1,17%,10,14,-7%,5%

# Screening results: PubChem, several laboratories
